DAGLB inhibitor: diacylglycerol lipase beta (human) inhibition; hit rate 0.059% among 340,000; Q8NCG7; inhibition, % at 5.17 µM; HEK293T DAGLB membrane lysate, EnzChek fluorogenic substrate; in the data active means inhibition above about 34%;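 further: 0% = enzyme with vehicle and 100% = wells lacking enzyme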
Target sequence (Q8NCG7 whole entry, looked up): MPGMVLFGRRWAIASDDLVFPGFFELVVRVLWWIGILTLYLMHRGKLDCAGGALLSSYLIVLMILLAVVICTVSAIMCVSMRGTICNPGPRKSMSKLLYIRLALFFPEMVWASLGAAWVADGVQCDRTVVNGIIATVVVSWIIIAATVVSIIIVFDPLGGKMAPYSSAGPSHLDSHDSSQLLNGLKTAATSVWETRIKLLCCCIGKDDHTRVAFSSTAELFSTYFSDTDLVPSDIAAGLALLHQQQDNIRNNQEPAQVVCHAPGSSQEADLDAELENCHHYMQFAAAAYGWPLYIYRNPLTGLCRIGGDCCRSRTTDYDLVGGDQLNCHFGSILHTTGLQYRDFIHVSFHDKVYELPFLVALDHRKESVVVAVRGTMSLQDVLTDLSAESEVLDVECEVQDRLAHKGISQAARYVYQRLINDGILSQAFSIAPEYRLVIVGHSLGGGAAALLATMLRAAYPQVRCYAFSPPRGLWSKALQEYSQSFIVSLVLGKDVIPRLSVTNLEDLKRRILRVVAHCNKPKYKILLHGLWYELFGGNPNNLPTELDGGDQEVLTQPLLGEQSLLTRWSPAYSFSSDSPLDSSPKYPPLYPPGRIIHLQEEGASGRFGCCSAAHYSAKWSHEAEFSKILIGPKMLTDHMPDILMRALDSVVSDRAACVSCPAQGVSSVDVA
AddAB inh: less growth of phage-infected E. coli with AddAB. E. coli expressing H. pylori AddAB, absorbance growth. inhibition, % at 11.9 µM. hit rate 0.29% among 330,000. AID 435030; in the data active means inhibition above about 12%;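 further: 0% = vehicle wells of infected cells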
PKA-R2B activ: activates the human PKA-R2B holoenzyme complex | activation, % at 11.4 µM | hit rate 0.079% among 340,000 | AID 504700 | P22694+P31323 | PKA-R2B holoenzyme dissociation, Cy5-IP20 fluorescence polarization; R2B truncated from residue 108, S112A mutant; 0% DMSO only, 100% 113 µM cGMP;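 active means activation above a cutoff set at the mean over all compounds plus 3 SD, cut at about 18% in these data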;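 further: higher means more holoenzyme dissociation and a rise in polarization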
Target sequence (P31323 whole entry, looked up, other chains not shown, the tested form may be a part): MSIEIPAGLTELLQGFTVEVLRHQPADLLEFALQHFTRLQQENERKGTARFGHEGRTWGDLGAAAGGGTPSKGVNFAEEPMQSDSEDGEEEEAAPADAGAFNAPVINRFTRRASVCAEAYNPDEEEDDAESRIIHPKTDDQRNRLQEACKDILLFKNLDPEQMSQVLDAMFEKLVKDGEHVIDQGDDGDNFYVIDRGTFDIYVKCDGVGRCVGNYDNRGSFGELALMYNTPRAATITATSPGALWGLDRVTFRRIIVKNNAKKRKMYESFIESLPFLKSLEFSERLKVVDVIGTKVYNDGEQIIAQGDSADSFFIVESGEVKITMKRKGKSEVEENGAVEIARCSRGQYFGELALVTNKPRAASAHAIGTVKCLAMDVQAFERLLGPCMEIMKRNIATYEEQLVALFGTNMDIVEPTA
HTR5A ag: HTR5A agonism, opioid heterodimer counter-screen; HTR5A agonist assay, luminescence, cell-based; hit rate 0.61% among 340,000; activation, % at 9.3 µM; AID 504692; P47898; in the data active means activation mostly above about 9.5%, no sharp cut-off; inactive means mostly below about 7.6%;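 further: 0% = cells with vehicle only and 100% = reference agonist; strong numbers were not always called active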
Tat export inh: inhibitors of E. coli Tat protein transport. E. coli MC4100 TorA-mCherry Tat export, fluorescence. inhibition, % at 10 µM. hit rate 0.036% among 340,000. AID 488895;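 active means mean replicate inhibition at least 50% and at least half of replicates individually reaching 50%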;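 further: exported cargo escapes ClpAP degradation while cytoplasmic cargo is degraded and loses fluorescence; 0% = median of neutral control wells and 100% = median of NaSCN control wells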
E coli growth: counter-screen for AddAB inhibitors: E. coli growth inhibition; E. coli V3065 growth, OD600 absorbance, 18 h; inhibition, % at 11.9 µM; hit rate 0.27% among 330,000; AID 449728;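 active means inhibition above the campaign's mean inhibition across all tested compounds plus 3 SD, cut at about 9.9% in these data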;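 further: uninfected addAB+ strain grown without phage in ampicillin broth; 0% = DMSO wells and 100% = ciprofloxacin 0.95 µg/ml wells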
phage Ecoli inh: E. coli growth loss with phage present; growth absorbance; inhibition, % at 11.9 µM; hit rate 0.26% among 360,000; in the data active means inhibition above about 11%
PKA-R1A activ: PKA-R1A complex activation; hit rate 0.083% among 340,000; PKA-R1A dissociation, Cy5-IP20 fluorescence polarization; scaled: DMSO 0%, 113 µM cGMP 100%; P00514+P68181; activation, % at 11.4 µM;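 active means percent activation above the mean of all tested compounds plus 3 SD, cut at about 19% in these data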;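 further: higher means more PKAc released from R1A so a rise in polarization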
HTR5A inv ag: counter-screen for OPRM1-OPRD1 inverse agonists: human HTR5A inverse agonism; HTR5A cell line, luminescence; inhibition, % at 9.3 µM; hit rate 0.083% among 340,000; in the data active means inhibition mostly above about 23%, no sharp cut-off; inactive means mostly below about 18%;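 further: 0% = cells with DMSO and 100% = no-cell wells with DMSO; some compounds called inactive have numbers as strong as hits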
CDK5 inh: blocks human CDK5/p35 kinase activity; Q00535+Q15078; Recombinant CDK5/p35, ADP-Glo luminescence, 60 min; inhibition, % at 10 µM; hit rate 0.01% among 330,000;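 active means highest replicate inhibition of at least 50% and at least 75% of replicates reaching 50%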;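 further: plate controls were DMSO neutral control for no effect and GW8510 at 10 µM for full effect; many of its hits are not listed in these tables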
Mot1-301 SUMO: SUMOylation pathway inhibition by Mot1-301 growth rescue; S. cerevisiae Mot1-301 growth rescue, ATP luminescence, 38.5C; percent above DMSO median, 100 means doubled; growth rescue, % at 18.8 µM; hit rate 1% among 320,000; AID 2716;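 active means every valid replicate shows activation above 250% relative to neutral control wells; inactive means the rest, any valid replicate at or below 250%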;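 further: OY570 slx delta 5 strain wells were the positive control but not used for scaling; some compounds called inactive have numbers as strong as hits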
* = called active by the depositor; · = not tested or not shown; & = joins results of further samples.

SMILES	DAGLB inhibitor	AddAB inh	PKA-R2B activ	HTR5A ag	Tat export inh	E coli growth	phage Ecoli inh	PKA-R1A activ	HTR5A inv ag	CDK5 inh	Mot1-301 SUMO
CC(=O)Nc1ccc(Sc2ncccc2C(=O)Nc2ccc(OC(F)(F)F)cc2)cn1	-2	-0.2	-1	0	22	-0.3	-0.2	1	-23	-7.2	-18
CC(=O)N1CCC(N(CCN2CCOCC2)C(=S)Nc2cccc(C)c2)CC1	-1	0.9	2	2	6	-0.2	2.1	-12	4	0.8	14
Cc1cccc(NCc2nc3ccccc3n2Cc2ccccc2)c1	-6	0.1	-10	-4	9	0.0	4.0	-6	-4	-0.9	11
O=CN1CCN(C(C(=O)NC2CCCCC2)c2ccc(Cl)cc2)CC1 (stereo not given)	2	3.4	2	1	-3	1.7	2.0	-6	-47	-0.5	-18
COc1cccc(OCCn2cc(/C=N/NC(=O)c3ccncc3)c3ccccc32)c1	-1	-0.7	-9	2	29	0.5	3.4	-4	-6	-1.5	-16
CCCN1C(=O)C(=O)c2cc(Cl)ccc21	-2	2.0	-18	1	2	1.1	0.9	6	-5	0.3	14
CC(C)(COC(=O)c1ccccc1)N1CC2CCC(C1)O2	-3	·	1	3	3	·	0.5	-2	-11	1.8	·
CC(=O)Nc1ccc(S(=O)(=O)N[C@@H](C)C(=O)OCC(=O)NC2CCCC2)cc1	2	1.2	-3	-1	-3	0.2	1.2	-4	-4	1.3	9
O=c1[nH]c2cc(Cl)c([N+](=O)[O-])nc2[nH]1	2	1.6	-5	-1	8	0.7	1.8	5	6	2.1	-17
CN(Cc1ccccc1)C(=O)c1nc2ccccn2c1CN1CCCC1c1nccs1 (stereo not given)	1	1.7	2	-3	-3	0.2	1.8	-5	8	-0.8	-13
COC(=O)c1cc2c(ccn2-c2ccc(F)cc2)n1C(C)C	-5	0.0	13	-1	-1	-0.4	1.2	-3	-5	-1.0	18
Cc1ccc(C(C(=O)NC(C)(C)C)N(C(=O)CCC(=O)Nc2ccccn2)c2ccccc2F)cc1 (stereo not given)	2	0.8	-3	7	-1	-1.8	1.4	2	-21	-0.6	17
C[C@H](CO)N1C[C@H](C)[C@@H](CN(C)S(=O)(=O)c2cn(C)cn2)Oc2ccc(NC(=O)Cn3cnnn3)cc2C1=O	-1	0.6	-6	3	-15	0.9	2.2	-10	-30	0.3	-14
CCOc1cccc(CNc2ccc(O)cc2)c1OCc1ccc(Cl)cc1Cl	-1	2.2	-4	9	16	-0.9	0.3	3	-20	-1.5	6
O=C(Cc1ccc(-c2ccccc2)cc1)Nc1ccccn1	-1	2.9	-5	2	1	1.6	0.7	0	22	-0.2	4
CC(C)(C#N)Nn1cnnc1	0	1.6	-14	-2	0	3.4	3.0	-12	2	-0.1	2
O=c1c2ccccc2c(-c2ccc(F)cc2)nn1-c1ccc(C(F)(F)F)cc1	-11	5.0	-17	16	3	4.9	2.0	8	-46	0.1	-5
CCC(C)Sc1cccc(-c2nc3cc(C)ccn3c2NC2CCCCC2)c1 (stereo not given)	-16	4.8	2	6	8	1.0	0.9&-1.9	-11	-18	1.0	·
COc1cc(CNc2ccc3c(c2)OCCO3)ccc1OCC(N)=O	1	1.2	-13	3	2	2.1	4.1	-5	-21	-0.7	·
Cn1nnnc1SCc1cc(=O)[nH]c2ccccc12	3	2.7	-4	-1	-4	-1.7	2.8	-14	22	-0.9	84
Cc1ccc2[nH]c(C)c(CCNC(=O)c3cc4cc([N+](=O)[O-])ccc4oc3=O)c2c1	9	2.7	-16	2	-3	2.7	2.4	-7	-26	-1.0	1
Cc1nn(-c2ccc(C(=O)NCC(c3ccco3)N3CCCC3)cc2)c(C)c1Cl (stereo not given)	-1	-0.4	-9	7	-2	-1.1	2.5	1	-9	-1.0	-5
O=C(CN1C(=O)c2ccccc2C1=O)OCCOCCN=C1NS(=O)(=O)c2ccccc21	-1	1.4	-1	-3	-18	2.7	2.0	5	25	0.1	-8
CCOC(=O)CC(N)c1ccc(OC)cc1 (stereo not given)	3	-1.3	-9	2	36	0.7	3.1	-14	-62	-9.2	6
CCOC(=O)N1CCN(CCCc2ccccc2)CC1	-3	2.7	4	3	-2	-0.2	1.1	10	-12	0.7	4
COCCNC(=O)CSc1nc2c(n1-c1ccccc1)CCCC2	-1	-0.1	-9	8	-9	-1.0	2.5	-1	-17	-1.8	165
O=C(CNC(=O)C1CCCCC1)NNC(=O)c1ccccc1Br	-1	1.7	-6	1	-2	2.5	0.4	0	18	-0.9	13
Cc1ccc(-n2c(C)cc(/C=N/NC(=O)CC3(C)OCCO3)c2C)c(C)c1	0	3.5	-8	-2	1	-0.6	-0.2	-6	-24	-0.2	-20
COC(=O)c1ccc(COc2ccccc2/C=N/NC(=O)c2cccnc2)cc1	3	4.9	-3	2	-7	-0.2	2.6	-1	17	-0.9	-22
COc1cccc2c(Nc3ccccc3C)cc(C)nc12	1	-1.5	2	-1	2	-0.8	2.5	-6	1	-0.4	-11
COc1ccc(NC(=O)CCCn2cnc3ccccc3c2=O)cc1	0	1.3	6	-3	6	1.9	0.3	0	13	0.8	4
Cc1cc(=O)cc(C)n1-c1ccc(Br)cc1	-1	2.9	-14	1	-4	4.4	3.5	-2	-20	-1.5	-19
COc1ccc(NC(=S)N(CCCN2CCCCCC2)Cc2cccs2)cc1	4	-0.4	6	5	2	0.2	3.0	2	-14	2.0	16
Cc1ccc2scc(CN3CCCC3)c2c1	-1	1.4	13	-3	-2	1.8	3.3	-2	3	3.8	-8
O=C(Nc1ccc(-c2nnc3n2CCCCC3)cc1)c1ccco1	2	-1.2	-2	-4	4	-0.5	0.0	-3	10	-2.4	-8
CCOc1cc(C(=O)NCc2nnc(SCC(=O)OC)n2C)cc(OCC)c1OCC	-1	-1.1	-10	-2	3	-1.3	3.3	5	-16	0.0	-5
C=CCN(c1ccccc1OC)S(=O)(=O)c1cccc(C(=O)OCC(=O)N2CCOCC2)c1	-3	2.5	1	-2	2	1.1	6.9	3	15	0.3	-16
CC(Cc1cccs1)N(Cc1ccc(Cl)cc1)C(=O)c1ccncc1 (stereo not given)	2	0.0	-3	3	2	1.7	-1.2	-9	-10	-2.1	14
O=C(Nc1ccc(SC(F)F)cc1)C1=COCCO1	-2	2.2	-4	2	-4	0.7	5.6	6	-18	1.0	-15
CCCCN(C(=O)C1CCC1)c1c(N)n(Cc2ccccc2)c(=O)[nH]c1=O	-2	1.7	13	2	0	0.0	0.6	-2	-5	-7.9	1
Cc1cnc(NC(=O)c2ccc3ncsc3c2)s1	2	·	-13	4	-5	·	7.8	-2	33	-0.1	·
CCn1c(SCC(N)=O)nnc1-c1ccc(S(=O)(=O)N2CCN(C)CC2)cc1	-2	0.4	-2	-2	3	-0.6	1.0	-4	8	-0.7	-8
O=C(CSC1=NCCS1)Nc1nc2c(s1)CCCC2	-2	2.3	1	1	1	-0.3	2.3	2	4	-0.7	-18
CC(NC(=S)Nc1c(Br)cccc1OC(F)F)C(C)(C)C (stereo not given)	-3	4.5	14	3	4	2.9	4.3	6	-11	-2.6	5
O=C(COC(=O)CSc1cc(Cl)ccc1Cl)Nc1ncc(C(F)(F)F)cc1Cl	-5	2.4	2	6	22	-3.5	1.2	3	-8	-1.3	-7
O=C(Nc1ccnn1C1CCN(CC2CC=CCC2)CC1)c1ccccc1Cl (stereo not given)	4	0.0	-12	-2	-6	-1.9	2.3	0	15	-0.1	-6
COc1cc(OC)cc(C(=O)NNC(=O)CCNS(=O)(=O)c2ccc(Br)cc2)c1	-2	3.7	2	-4	-2	0.8	-0.1	2	9	3.1	14
CN1CCN(S(=O)(=O)c2ccc(Oc3cccc(C(F)(F)F)c3)nc2)CC1	-2	-0.7	-10	2	-1	1.6	2.9	-10	-6	0.3	-12
O=C(NNC(=O)c1ccccc1C(=O)O)c1ccc(S(=O)(=O)N2CCCCC2)cc1	-3	·	-13	9	-7	·	0.2	-18	-24	-0.5	·
Clc1ccc2nc3c4ccccc4cnn3c2c1	-3	1.2	6	2	9	3.5	3.6	1	9	0.8	-5
COc1cccc(NC(=O)CN2C(=O)NC3(CCc4ccccc43)C2=O)c1 (stereo not given)	0	1.8	-1	3	-5	-3.4	1.8	-3	-7	1.7	7
Cc1ccc(S(=O)(=O)NCC(=O)N/N=C/c2ccc(Cl)cc2)cc1	0	0.7	-9	-2	-1	0.1	2.9	-2	-16	-1.4	3
CCCCCCNS(=O)(=O)c1ccc(Cl)s1	-8	1.6	1	2	2	1.7	0.2	-5	-8	-0.2	35
Cc1ccc(/C=C/C(=O)O)cc1S(=O)(=O)Nc1ccc2c(c1)OCO2	-1	2.8	6	-3	-6	1.4	5.1	-1	11	-0.8	-11
Cn1c(SCc2nc3cc(C(=O)O)ccc3c(=O)[nH]2)nnc1C(F)(F)F	0	3.0	-5	-3	0	2.6	2.8	-6	17	-1.1	·
COCc1cc(C)nc(SCC(=O)Nc2ccc3[nH]c(=O)[nH]c3c2)c1C#N	-3	2.0	-5	1	-1	0.7	-0.5	-3	-2	1.0	4
COc1ccc(C(=O)OCC(=O)NC23CC4CC(CC(C4)C2)C3)c(OC)c1OC	-2	-0.6	2	-5	7	0.3	0.7	9	4	0.6	10
CCOc1ccc(OCC)c(Nc2cc(C)nc3nc(C)nn23)c1	-1	3.0	-10	2	17	0.9	1.8	-16	-4	0.8	74
CN(C(=O)COc1ccc2ccc(=O)oc2c1)C1CCS(=O)(=O)C1 (stereo not given)	2	0.0	1	-3	-10	-1.1	2.0	0	11	0.5	7
COc1ccc([N+](=O)[O-])cc1N(CC(=O)NCCC1=CCCCC1)S(C)(=O)=O	-1	1.1	3	-4	-1	-3.1	0.6	3	-34	-0.1	-2

Reformatted with bars between the fields: 2 of the compounds above
SMILES | DAGLB inhibitor | AddAB inh | PKA-R2B activ | HTR5A ag | Tat export inh | E coli growth | phage Ecoli inh | PKA-R1A activ | HTR5A inv ag | CDK5 inh | Mot1-301 SUMO
O=C(Nc1ccnn1C1CCN(CC2CC=CCC2)CC1)c1ccccc1Cl (stereo not given) | 4 | 0.0 | -12 | -2 | -6 | -1.9 | 2.3 | 0 | 15 | -0.1 | -6
COc1cc(OC)cc(C(=O)NNC(=O)CCNS(=O)(=O)c2ccc(Br)cc2)c1 | -2 | 3.7 | 2 | -4 | -2 | 0.8 | -0.1 | 2 | 9 | 3.1 | 14

Remaining list, next part:
SMILES	DAGLB inhibitor	AddAB inh	PKA-R2B activ	HTR5A ag	Tat export inh	E coli growth	phage Ecoli inh	PKA-R1A activ	HTR5A inv ag	CDK5 inh	Mot1-301 SUMO
CN1CCN(C(CNC(=O)C(=O)Nc2ccc3c(c2)OCO3)c2ccc(F)cc2)CC1 (stereo not given)	5	5.0	-1	-2	-2	-0.6	4.1	-2	11	0.0	2
O=C(CCC(=O)OCC(=O)c1ccc(-c2ccccc2)cc1)Nc1cccc2cccnc12	-4	-0.6	-1	0	7	-3.5	0.4	-7	4	-1.8	109
CCn1c(C)nc2cc(C(=O)OC(C(F)(F)C(F)F)C(F)(F)C(F)F)ccc21	-3	-1.5	-11	6	36	-3.4	0.7	-8	-8	1.0	-11
COc1cc([N+](=O)[O-])c2nc(C(=O)O)ccc2c1	-1	·	0	2	-19	·	2.9	3	-9	-1.0	·
CC1=CS(=O)(=O)CC1Sc1nc2ccccc2[nH]1 (stereo not given)	0	2.8	1	6	-8	1.4	-0.1	-5	-1	1.8	38
